Bioassay records deposited in PubChem by The Scripps Research Institute Molecular Screening Center.
SRC3 TRFRET art: flags TR-FRET format artefacts in PPARgamma SRC-3 recruitment agonist screen | TR-FRET artefact counter-screen, PPARgamma/SRC-3 format; hits give high values | TR-FRET ratio at 8 µM | 99,000 compounds, 0.39% hits; in the data active means TR-FRET ratio above about 2000; further: inactives centre near 1600; reference of the scale not given here
SRC1 TRFRET art: counter-screen for PPARgamma SRC-1 recruitment agonists: TR-FRET artefact. TR-FRET detection artefact counter-screen, emission ratio; hits give high values. TR-FRET ratio at 8 µM. 99,000 compounds, 0.34% hits; in the data active means TR-FRET ratio above about 2300; further: inactives centre near 1800; reference of the scale not given here
The depositor's hits bear a star. A portion of the library; rates above refer to the full screens.

What do the screens show for `Cc1nnc(SCC(=O)NNC(=O)c2ccc(Br)cc2)n1C`?
SRC3 TRFRET art: 1751; SRC1 TRFRET art: 1968

How did CCCCOCCCNC(=O)c1cccc(OC)c1 do in these assays?
SRC3 TRFRET art: 1572; SRC1 TRFRET art: 1864

Results for Cc1cc(NC(=O)CCN2C(=O)/C(=C\c3ccccc3Cl)SC2=S)no1 ?
SRC3 TRFRET art: 1582; SRC1 TRFRET art: 1738

How did CC(C)=CCCC1(C)C=Cc2c(ccc3c2[nH]c2cc(O)c(C)cc23)O1 (stereo unspecified) do in these assays?
SRC3 TRFRET art: 1625; SRC1 TRFRET art: 1828

Results for Cc1ccc(C(=O)NCCNc2ccc([N+](=O)[O-])cc2C(F)(F)F)cc1 ?
SRC3 TRFRET art: 1334; SRC1 TRFRET art: 1606

How did CCOC(=O)c1ccccc1NC(=O)Cn1c(-c2nonc2N)nc2ccccc21 do in these assays?
SRC3 TRFRET art: 1713; SRC1 TRFRET art: 2006

What do the screens show for `CCCCC(CC)CNC(=O)/C=C/c1ccc(F)cc1` (stereo unspecified)?
SRC3 TRFRET art: 1559; SRC1 TRFRET art: 1773

Results for CCN(CC)S(=O)(=O)c1ccc(C)c(NC(=S)NNC(=O)C2CC2)c1 ?
SRC3 TRFRET art: 1762; SRC1 TRFRET art: 1915

What do the screens show for `Nc1nonc1-c1noc(CCCOc2ccc(Cl)cc2Cl)n1`?
SRC3 TRFRET art: 1510; SRC1 TRFRET art: 1866

How did COC(CNC(=O)C1CCCN1C(=O)OCc1ccccc1)OC (stereo unspecified) do in these assays?
SRC3 TRFRET art: 1440; SRC1 TRFRET art: 1877

How did O=C(CNS(=O)(=O)c1cccs1)NCc1ccc(F)cc1 do in these assays?
SRC3 TRFRET art: 1582; SRC1 TRFRET art: 1909

How did COc1ccc(/C=N/N=C2/NC(=O)C(CC(=O)O)S2)cc1OCc1ccc(Cl)cc1 (stereo unspecified) do in these assays?
SRC3 TRFRET art: 1580; SRC1 TRFRET art: 1614

What do the screens show for `CCO[C@@H]1OC(C(N)=O)=C[C@H](c2cn(C(C)=O)c3ccccc23)[C@H]1CCCO`?
SRC3 TRFRET art: 1716; SRC1 TRFRET art: 1768

What do the screens show for `COC1(NS(=O)(=O)c2ccc(Br)cc2)C(C)=CC(=O)C=C1C`?
SRC3 TRFRET art: 1752; SRC1 TRFRET art: 1753

Results for Cc1ccc(N2C(=O)NC3(CCCCC3)C2=O)cc1 ?
SRC3 TRFRET art: 1554; SRC1 TRFRET art: 1519

Results for CCOC(=O)c1cc(NC(=O)Nc2cc(C)ccn2)c(C)nc1C ?
SRC3 TRFRET art: 1427; SRC1 TRFRET art: 1477

What do the screens show for `CC(=O)COc1ccc2c(-c3ccccc3)cc(=O)oc2c1`?
SRC3 TRFRET art: 1483; SRC1 TRFRET art: 1659

How did CCN(CC)CCn1c(=N)n(CC(O)c2ccco2)c2ccccc21 (stereo unspecified) do in these assays?
SRC3 TRFRET art: 1685; SRC1 TRFRET art: 1472

How did CCOc1ccccc1C1C(C(=O)OC)=C(N)OC2=C1C(=O)CCC2 (stereo unspecified) do in these assays?
SRC3 TRFRET art: 1564; SRC1 TRFRET art: 1570

Results for O=C(C[n+]1cccc(CNC(=O)c2ccc(OC(F)F)cc2)c1)Nc1ccccc1Cl ?
SRC3 TRFRET art: 1768; SRC1 TRFRET art: 2019

What do the screens show for `CCC(CC)NC(=O)COC(=O)c1ccc(OCc2ccc(C(C)=O)cc2OC)c(OC)c1`?
SRC3 TRFRET art: 1675; SRC1 TRFRET art: 1836

How did CC(C)C12CN3CC(C(C)C)(CN(C1)C3(C)C)C2=O do in these assays?
SRC3 TRFRET art: 1659; SRC1 TRFRET art: 1988

How did O=C(CP(=O)(c1ccccc1)c1ccccc1)N/N=C/c1cc(Br)cc(Br)c1O do in these assays?
SRC3 TRFRET art: 1622; SRC1 TRFRET art: 1812

What do the screens show for `C/C(=N\NC(=O)CCCCCNC(=O)c1ccccc1)c1ccccc1O`?
SRC3 TRFRET art: 1390; SRC1 TRFRET art: 1688

Some of these compounds in order of number of heavy atoms, low to high:
Results for Cc1ccc(N2C(=O)NC3(CCCCC3)C2=O)cc1 ?
SRC3 TRFRET art: 1554; SRC1 TRFRET art: 1519

What do the screens show for `CCCCC(CC)CNC(=O)/C=C/c1ccc(F)cc1` (stereo unspecified)?
SRC3 TRFRET art: 1559; SRC1 TRFRET art: 1773

How did O=C(CNS(=O)(=O)c1cccs1)NCc1ccc(F)cc1 do in these assays?
SRC3 TRFRET art: 1582; SRC1 TRFRET art: 1909

What do the screens show for `Cc1nnc(SCC(=O)NNC(=O)c2ccc(Br)cc2)n1C`?
SRC3 TRFRET art: 1751; SRC1 TRFRET art: 1968

How did COC(CNC(=O)C1CCCN1C(=O)OCc1ccccc1)OC (stereo unspecified) do in these assays?
SRC3 TRFRET art: 1440; SRC1 TRFRET art: 1877

Results for CCN(CC)S(=O)(=O)c1ccc(C)c(NC(=S)NNC(=O)C2CC2)c1 ?
SRC3 TRFRET art: 1762; SRC1 TRFRET art: 1915

Results for Cc1ccc(C(=O)NCCNc2ccc([N+](=O)[O-])cc2C(F)(F)F)cc1 ?
SRC3 TRFRET art: 1334; SRC1 TRFRET art: 1606

What do the screens show for `CCO[C@@H]1OC(C(N)=O)=C[C@H](c2cn(C(C)=O)c3ccccc23)[C@H]1CCCO`?
SRC3 TRFRET art: 1716; SRC1 TRFRET art: 1768

How did COc1ccc(/C=N/N=C2/NC(=O)C(CC(=O)O)S2)cc1OCc1ccc(Cl)cc1 (stereo unspecified) do in these assays?
SRC3 TRFRET art: 1580; SRC1 TRFRET art: 1614

Results for O=C(C[n+]1cccc(CNC(=O)c2ccc(OC(F)F)cc2)c1)Nc1ccccc1Cl ?
SRC3 TRFRET art: 1768; SRC1 TRFRET art: 2019

What do the screens show for `CCC(CC)NC(=O)COC(=O)c1ccc(OCc2ccc(C(C)=O)cc2OC)c(OC)c1`?
SRC3 TRFRET art: 1675; SRC1 TRFRET art: 1836

Next part.
Results for Nc1ccc(C(=O)O)cc1[N+](=O)[O-] ?
SRC3 TRFRET art: 1718; SRC1 TRFRET art: 1942

How did CCOc1ccc(CC(=O)N2CCN=C2SC)cc1 do in these assays?
SRC3 TRFRET art: 1475; SRC1 TRFRET art: 1749

What do the screens show for `Cc1cc(C)cc(N=Cc2c(O)c3ccccc3oc2=O)c1`?
SRC3 TRFRET art: 1752; SRC1 TRFRET art: 1700

What do the screens show for `O=C(Cc1ccccc1)NC(=S)Nc1ccc(N2CCCCC2)cc1`?
SRC3 TRFRET art: 1402; SRC1 TRFRET art: 1773

Results for CCc1c(C)nc(SCC(=O)N2C(C)CCCC2C)[nH]c1=O (stereo unspecified) ?
SRC3 TRFRET art: 1696; SRC1 TRFRET art: 1985

What do the screens show for `O=C(CCCC(=O)OCC(=O)c1cccs1)Nc1ccc(F)cc1`?
SRC3 TRFRET art: 1713; SRC1 TRFRET art: 1704

How did O=C(C1=C[C@@H](C2CC2)C[C@@H](OCc2ccc(CO)cc2)O1)N1CCN(Cc2ccccc2)CC1 do in these assays?
SRC3 TRFRET art: 1562; SRC1 TRFRET art: 1665

What do the screens show for `CC(C)CCN1CC(C(=O)NCc2ccc(F)cc2)CC1=O` (stereo unspecified)?
SRC3 TRFRET art: 1498; SRC1 TRFRET art: 1820

How did CC(=O)OC1COC(N2CCc3ccccc32)C(OC(C)=O)C1OC(C)=O (stereo unspecified) do in these assays?
SRC3 TRFRET art: 1482; SRC1 TRFRET art: 1913

What do the screens show for `CCOC(=O)c1noc(C)c1C(=O)Nc1nc(C)cc(C)n1`?
SRC3 TRFRET art: 1434; SRC1 TRFRET art: 1697

Results for O=c1c(Cc2c(F)cccc2Cl)c(O)ccn1C1CC1 ?
SRC3 TRFRET art: 1422; SRC1 TRFRET art: 1659

How did CN(CCC#N)C(=O)COC(=O)c1ccccc1OCc1ccccc1Cl do in these assays?
SRC3 TRFRET art: 1309; SRC1 TRFRET art: 1664

Results for COc1ccccc1CN1CCNC(=O)C1CC(=O)O (stereo unspecified) ?
SRC3 TRFRET art: 1533; SRC1 TRFRET art: 1978

Results for CCc1cc(C(=O)N2CCOCC2)c(NC2=NS(=O)(=O)c3ccccc32)s1 ?
SRC3 TRFRET art: 1693; SRC1 TRFRET art: 2004

How did O=C(COC(=O)Cc1c(Cl)cccc1Cl)NCC1CCCO1 (stereo unspecified) do in these assays?
SRC3 TRFRET art: 1558; SRC1 TRFRET art: 1739

What do the screens show for `Cc1cc(NCc2ccco2)n2ncnc2n1`?
SRC3 TRFRET art: 1436; SRC1 TRFRET art: 1671

Results for O=C(CCn1ccc([N+](=O)[O-])n1)Nc1nccs1 ?
SRC3 TRFRET art: 1444; SRC1 TRFRET art: 1697

Results for Cc1ccc(NC(=O)C2CCCO2)cc1[N+](=O)[O-] (stereo unspecified) ?
SRC3 TRFRET art: 1588; SRC1 TRFRET art: 1664

How did Cc1sc(NC(=O)/C=C/c2ccco2)c(C(=O)OC(C)C)c1C do in these assays?
SRC3 TRFRET art: 1511; SRC1 TRFRET art: 2020

Results for COc1ccc(NC(=O)CN(C)CC(=O)Nc2ccccc2SC)cc1 ?
SRC3 TRFRET art: 1638; SRC1 TRFRET art: 1797

What do the screens show for `COc1ccc(OCC(=O)Nc2ccc(N3CCCCC3)cc2)cc1`?
SRC3 TRFRET art: 1637; SRC1 TRFRET art: 1495

What do the screens show for `Cc1ccc(C(=O)Nc2nc(C)c(C(=O)Nc3ccc4c(c3)CCC4)s2)cc1`?
SRC3 TRFRET art: 1720; SRC1 TRFRET art: 1658

Results for O=C(O)C1CC(=O)N(C2CCCCCC2)C1 (stereo unspecified) ?
SRC3 TRFRET art: 1493; SRC1 TRFRET art: 1660

How did COc1cc(/C=N/N2CCN(C3c4ccccc4-c4ccccc43)CC2)cc(OC)c1O do in these assays?
SRC3 TRFRET art: 1577; SRC1 TRFRET art: 1971

Results for Cc1ccccc1NC(=O)CCC(=O)N/N=C/c1cc([N+](=O)[O-])ccc1O ?
SRC3 TRFRET art: 1643; SRC1 TRFRET art: 1882

Results for Cc1ccc(C2(O)CN(c3ccccc3)C3=[N+]2CCS3)cc1 (stereo unspecified) ?
SRC3 TRFRET art: 1701; SRC1 TRFRET art: 1744

What do the screens show for `O=C(NC1CCCCC1)c1c2c(nc3ccccc13)CCC2`?
SRC3 TRFRET art: 1790; SRC1 TRFRET art: 1957

Results for COc1ccc(/C=N/NC(=O)c2cc(C34CC5CC(CC(C5)C3)C4)[nH]n2)cc1OC ?
SRC3 TRFRET art: 1506; SRC1 TRFRET art: 1791

Results for CCOC(=O)C1(CCCc2ccccc2)CCN(C(=O)c2cc(C)nc(C)n2)CC1 ?
SRC3 TRFRET art: 1600; SRC1 TRFRET art: 1775

Results for CCCCN1C(=S)NC[C@@H]1C(C)CC (stereo partly specified) ?
SRC3 TRFRET art: 1536; SRC1 TRFRET art: 1725

What do the screens show for `CCCCCn1cnc2sc(CC)cc2c1=O`?
SRC3 TRFRET art: 1655; SRC1 TRFRET art: 1925

Results for COc1ccccc1NC(=S)N1CCN(Cc2ccc3c(c2)OCO3)CC1 ?
SRC3 TRFRET art: 1700; SRC1 TRFRET art: 2009

How did COc1ccc(N2C(=S)NC(C)(C)CC2(C)c2ccc(OC(C)=O)cc2OC(C)=O)cc1 (stereo unspecified) do in these assays?
SRC3 TRFRET art: 1664; SRC1 TRFRET art: 1981

What do the screens show for `CCOC(=O)/C(C#N)=C\c1ccc(O)c(OC)c1`?
SRC3 TRFRET art: 1752; SRC1 TRFRET art: 2238

What do the screens show for `CC(C(=O)Nc1ccc(O)cc1)c1cccc(C(=O)c2ccccc2)c1` (stereo unspecified)?
SRC3 TRFRET art: 1708; SRC1 TRFRET art: 1656

How did CCCc1nn(C)c(C(=O)Nc2ccccc2)c1Cl do in these assays?
SRC3 TRFRET art: 1673; SRC1 TRFRET art: 2180

What do the screens show for `CCOc1ccccc1NC(=O)CSc1ccc([N+](=O)[O-])cc1`?
SRC3 TRFRET art: 1565; SRC1 TRFRET art: 1707

How did O=C1C(Cl)=C(N2CCCCC2)C(=O)N1Cc1ccccc1 do in these assays?
SRC3 TRFRET art: 1590; SRC1 TRFRET art: 1801

Results for Cc1noc(C)c1COC(=O)C1(c2cccc(F)c2)CCCC1 ?
SRC3 TRFRET art: 1603; SRC1 TRFRET art: 2221

Results for S=C(Nc1ccc(Br)cc1)NC1CCCC1 ?
SRC3 TRFRET art: 1570; SRC1 TRFRET art: 1718

What do the screens show for `COc1ccc(C2C(C(=O)N3CCCC3)c3cc(OC)c(OC)cc3C(=O)N2C)cc1OC` (stereo unspecified)?
SRC3 TRFRET art: 1657; SRC1 TRFRET art: 2216

Results for CC1(C)CC(=O)C(C=NCCN2CCN(CC(=O)Nc3ccc(Cl)cc3)CC2)=C(O)C1 ?
SRC3 TRFRET art: 1653; SRC1 TRFRET art: 1640

What do the screens show for `CC(C)Cn1c(N2CCN(CC(=O)Nc3ccc(Cl)cc3)CC2)nc2ccccc21`?
SRC3 TRFRET art: 1589; SRC1 TRFRET art: 1907

How did COc1cccc(/C=C2/NC(=O)NC2=O)c1OCC(=O)Nc1ccccc1 do in these assays?
SRC3 TRFRET art: 1832; SRC1 TRFRET art: 1928

What do the screens show for `Cc1nnc(SC(C(=O)Nc2cc(Cl)cc(Cl)c2)c2ccccc2)[nH]c1=O` (stereo unspecified)?
SRC3 TRFRET art: 1523; SRC1 TRFRET art: 1847

Results for O=[N+]([O-])c1cc(CN2CCC(O)CC2)ccc1Cl ?
SRC3 TRFRET art: 1370; SRC1 TRFRET art: 1806

How did CCN(CC)c1ccc(/C=C(\C#N)c2nc(-c3cccs3)c(NC(C)=O)s2)cc1 do in these assays?
SRC3 TRFRET art: 1464; SRC1 TRFRET art: 1855

Results for CC(=O)Nc1ccc(S(=O)(=O)NCC2CCC(C(=O)NC(C)c3ccccc3)CC2)cc1 (stereo unspecified) ?
SRC3 TRFRET art: 1696; SRC1 TRFRET art: 1812

How did CC(=O)N/C(=C\c1ccccc1)C(=O)OCC(=O)NC(C)C12CC3CC(CC(C3)C1)C2 (stereo unspecified) do in these assays?
SRC3 TRFRET art: 1676; SRC1 TRFRET art: 1882
